AT treatment = qHTS Assay for Identifying a Potential Treatment of Ataxia-Telangiectasia; […] A-T fibroblasts, KAP-1 phosphorylation AlphaLISA; neocarzinostatin DNA damage 30 min before lysis; Potency, µM (titrated, usually from 57.5 µM), inactives show top-dose activation, hits mostly activators; actives 0.19% (n = 320,000); note: potency is the fitted concentration of half-maximal effect; % of control where 0% means no effect; nearly all actives have a fitted effect of over 45% in size
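hTERT-immortalized A-T patient fibroblasts ([…]), 500 cells/well in OPTI-MEM, 1% FBS, got compounds for 60 min, then NCS for 30 min at 37C. Lysates were then assayed for phospho-KAP-1 by AlphaLISA (anti-pKAP1 donor, anti-KAP1 acceptor beads), 6 hr at 25C.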
FBPA coupling cs = qHTS Assay for Inhibitors of Fructose-1,6-bisphosphate Aldolase from Giardia Lamblia: Coupling assay counterscreen; activity change, negative = inhibition, % at 58.2 µM, hits read low; coupling enzyme system counterscreen, AmpLite Red fluorescence; AID 2472, 2010; actives 0.67% (n = 290,000); in the data active = activity change below about -30%; note: % is set by controls: 0 for no effect and ±100 for the full control effect
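Compounds tested against the coupling enzymes alone at 57.5 uM final; readout was AmpLite Red fluorescence (525/598 nm) after 20 min at RT.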
KCNH2 3.1 inh = qHTS for Inhibitors of KCHN2 3.1: Mutant qHTS; U2OS KCNH2 3.1, thallium flux FluxOr; active compounds read low; Potassium voltage-gated channel subfamily H member 2, brain isoform KCNH2 3.1 (human); actives 0.95% (n = 340,000); activity change, % (tested at about 1.8 µM);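 active = maximum activity change below -70%; inconclusive = maximum activity change from -70% to -50%; inactive = maximum activity change above -50%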;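 note: thallium influx rate constant from kinetic fluorescence after stimulation buffer; % is set by controls: 0 for no effect and ±100 for the full control effect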
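Channel expression came from 3.1 mutant virus (1.77 x 10^8 /mL) applied to suspended U2OS cells for 4 h. Flux was tracked with FluxOr dye plus Red40 quencher, and kinetic rate constants normalized to controls.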
S-ASM inh = Inhibitors of Secretory Acid Sphingomyelinase (S-ASM): qHTS; Sphingomyelin phosphodiesterase (Homo sapiens), P17405; placental ASM, HMU-PC fluorogenic substrate, 60 min; Potency, µM (titrated, usually from 57.5 µM), for the others: at the highest dose activity change, negative = inhibition, hits mostly inhibitors; actives 0.006% (n = 340,000); AID 504937, 2011; note: potency is the fitted concentration of half-maximal effect
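Human placenta-derived ASM enzyme was preincubated with compound for 10 minutes at room temperature, then given fluorogenic substrate HMU-PC0 (9 uM final) for 60 minutes at 37 °C; a pH 10 stop preceded fluorescence reading at Ex 386/Em 447 nm.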
hERG WT inh = qHTS for Inhibitors of KCHN2 3.1: Wildtype qHTS | Voltage-gated inwardly rectifying potassium channel KCNH2 (Homo sapiens), Q12809 | U2OS, BacMam KCNH2, thallium flux FluxOr; active compounds read low | activity change, % at 1.84 µM | actives 0.37% (n = 340,000);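 active = maximum activity change below -70%; inconclusive = maximum activity change between -70% and -50%; inactive = maximum activity change above -50%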; note: % is set by controls: 0 for no effect and ±100 for the full control effect
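U2OS cells were transduced with wild-type KCNH2 virus (2.03 x 10^8 / mL) for 4 h at room temperature, then cultured overnight at 37 C. Thallium flux was read with FluxOr dye. Rate constants were normalized to DMSO controls.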
GALK inh = qHTS Assay for Inhibitors of Human Galactokinase (GALK); P51570; Purified GALK, Kinase-Glo residual ATP luminescence; Potency, µM (top dose mostly 57.5 µM), inactives show at the highest dose activity change, negative = inhibition, most hits filed as inhibitors; actives 0.007% (n = 270,000); note: potency is the fitted concentration of half-maximal effect; % is set by controls: 0 for no effect and ±100 for the full control effect
Target sequence (P51570 whole entry, looked up): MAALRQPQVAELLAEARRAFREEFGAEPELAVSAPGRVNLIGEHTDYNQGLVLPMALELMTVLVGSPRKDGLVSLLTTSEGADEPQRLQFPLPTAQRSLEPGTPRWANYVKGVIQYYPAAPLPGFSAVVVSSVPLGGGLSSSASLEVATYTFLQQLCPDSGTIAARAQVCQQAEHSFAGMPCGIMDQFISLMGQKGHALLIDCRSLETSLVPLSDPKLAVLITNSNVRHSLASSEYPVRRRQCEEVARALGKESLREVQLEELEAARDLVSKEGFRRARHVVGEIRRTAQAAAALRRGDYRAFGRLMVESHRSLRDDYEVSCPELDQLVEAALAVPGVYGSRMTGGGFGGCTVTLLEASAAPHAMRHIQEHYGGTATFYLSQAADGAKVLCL
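GALK at 5 nM final was combined with compound, 35 uM ATP and 100 uM galactose in HEPES pH8.0 with MgCl2 and DTT. The reaction ran one hour at room temperature before luminescent ATP detection.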
CXXC DNA block = qHTS Fluorescence Polarization Assay for Inhibitors of MLL CXXC domain - DNA interaction; Histone-lysine N-methyltransferase 2A (Homo sapiens), Q03164; MLL-CXXC / FITC-HOXA9 DNA fluorescence polarization; Potency, µM (series often up to 115 µM), without a hit: at the highest dose activity change, negative = inhibition, actives largely listed as inhibitors; actives 0.037% (n = 290,000); AID 2662, 2010; active = well fitted inhibition curve with a large enough effect in the polarisation, with a control signal flat, not every such curve was filed as active; inconclusive = small, poorly fitted or top-dose-only effect, or effect the other way, or a change in a side signal; inactive = no such curve, though single readings can be large or run the other way; the % refers to the polarisation; note: potency is the fitted concentration of half-maximal effect
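Fluorescence polarization: 7 uM MLL-CXXC (stock) preincubated 5 min with compounds, then 50 nM fluorescein-HOX-A9 DNA (stock) added; 30 min ambient. Buffer 50 mM Tris-HCl pH 7.5, 50 mM NaCl, 1 mM DTT, 0.05% BSA.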
MBNL1-CUG inh = qHTS Assay for Inhibitors of MBNL1-poly(CUG) RNA binding. actives 0.036% (n = 280,000). TR-FRET MBNL1-His/biotin-(CUG)12 binding, 665/545 ratio. AID 2675, 2010. Potency, µM (titrated, usually from 57.5 µM), inactives show at the highest dose activity change, negative = inhibition, usual class: inhibitors; active = well fitted inhibition curve with a large enough effect in the signal ratio, with a control signal flat, not every such curve was filed as active; inconclusive = small, poorly fitted or top-dose-only effect, or effect the other way, or a change in a side signal; inactive = no such curve, though single readings can be large or run the other way; the % refers to the signal ratio; note: potency is the fitted concentration of half-maximal effect; % is set by controls: 0 for no effect and ±100 for the full control effect
Target sequence (Q9NR56 whole entry, looked up): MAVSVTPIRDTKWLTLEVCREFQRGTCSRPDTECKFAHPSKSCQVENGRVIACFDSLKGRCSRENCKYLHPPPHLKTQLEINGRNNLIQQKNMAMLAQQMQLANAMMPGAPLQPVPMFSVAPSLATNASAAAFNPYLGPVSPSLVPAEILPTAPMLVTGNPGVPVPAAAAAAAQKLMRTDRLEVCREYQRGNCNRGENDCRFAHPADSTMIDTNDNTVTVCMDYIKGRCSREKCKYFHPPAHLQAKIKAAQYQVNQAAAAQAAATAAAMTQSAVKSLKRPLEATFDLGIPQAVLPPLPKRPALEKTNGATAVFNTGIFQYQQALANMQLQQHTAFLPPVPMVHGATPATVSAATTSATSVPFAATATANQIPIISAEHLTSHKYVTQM
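His-tagged MBNL1 binding to biotinylated (CUG)12 RNA was measured by TR-FRET using terbium anti-His antibody (0.055 ng/ul final) and streptavidin-XL665 (5 nM final). Compounds were titrated 92 nM to 58 uM; 60 min at room temperature.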
TRPV1 ag = HTS Assay for Compounds that Act as Agonists of the Vanilloid Receptor 1. Transient receptor potential cation channel subfamily V member 1 (Homo sapiens), Q8NER1. TRPV1-expressing cells, Fluo-8 calcium influx, agonist mode. activation, % at 8.33 µM. actives 0.19% (n = 320,000). AID 540275, 2011; in the data active = activation above about 80%; inconclusive = between about 30% and that limit; note: 0% is about no effect
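Fluo-8 calcium influx in TRPV1-expressing cells, kinetic read (ex 480/em 520 nm). Compound added and read 3 min for agonist activity, followed by capsaicin at EC20 final and 2 min further read for enhancement.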
Integrin act MD = qHTS for Activators of Integrin-Mediated Alleviation for Muscular Dystrophy | alpha7betagal myoblasts, beta-gal FDG fluorescence, 48 h | Potency, µM (top dose mostly 38.3 µM), for inactives: at the top dose activation, usual class: activators | actives 0.064% (n = 350,000) | AID 624291, 2012;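 note: potency is the fitted concentration of half-maximal effect; 100% = response of the positive control SU9516; nearly all actives have a fitted effect of over 60% in size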
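Alpha7betagal+/- myoblasts (passage 13) were plated 16-24 hr, then exposed to compounds (1:260 dilution of DMSO stock) for 48 hours at 37C. After MPER lysis, β-galactosidase reporter activity was read as FDG fluorescence (ex 480/em 540) after 30 minutes.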
Numbers without * were called inactive; i = inactive; ? = inconclusive; . = not tested or not shown; [ ] = remark or other dose. Unless noted, calls come from the whole dose curve; as a rule, active = well fitted curve in the direction sought with a large enough effect; inconclusive = small, poorly fitted or top-dose-only effect, or another doubt; inactive = no such curve, though single readings can be large; an effect the other way counts as inactive or inconclusive. Rows are unselected; any-hit rate near 2%.

item	Structure	AT treatment	FBPA coupling cs	KCNH2 3.1 inh	S-ASM inh	hERG WT inh
1	CC(C)CC(=O)NNC(=O)c1ccc(Cl)cc1	.	2	55	-1%	-74*
2	CCCCCCn1nc(C(=O)OCC(=O)NC2CCS(=O)(=O)C2)c2ccccc2c1=O (stereo not given)	-8%	5	-9	-4%	-6
3	COc1ccc(N(C(=O)c2ccco2)C(C(=O)NC2CCCC2)c2ccc(N(C)C)cc2)cc1OC (stereo not given)	5%	-3	1	0%	-49
4	Cc1c(Nc2ccc(C=O)cc2)c(=O)n(-c2ccccc2)n1C	-1%	2	2	2%	2
5	O=c1c(-c2ccc(Oc3ccccc3)cc2)[n+]([O-])c2ccccc2n1OCc1ccccn1	-1%	-1	-14	2%	17
6	COc1cc(NC(=O)CCS(=O)(=O)c2ccc3c(c2)oc(=O)n3C)cc(OC)c1	2%	.	-13	1%	7
7	CN1CCN(c2ccc(S(=O)(=O)N3CCOCC3)cc2)CC1	0%	.	22	-1%	-13
8	COc1ccccc1CNc1ncnc2cc(OC)c(OC)cc12	-5%	-2	28	2%	.
9	COCCCNC(=O)CC(NS(=O)(=O)c1ccc(C)cc1)c1ccco1 (stereo not given)	0%	2	-3	1%	-16
10	CC[C@H](C)[C@@H](C(=O)N1CCNCC1)n1cc([C@@H](N)Cc2ccc(O)cc2)nn1	-26%	0	9	3%	-13

item	GALK inh	CXXC DNA block	MBNL1-CUG inh	TRPV1 ag	Integrin act MD
1	1%	2%	-5%	0	?
2	-5%	-4%	5%	12	-19%
3	-1%	6%	7%	3	-14%
4	1%	17%	10%	1	5%
5	-1%	-12%	22%	1	0%
6	-4%	4%	-5%	2	12%
7	4%	-2%	-4%	0	7%
8	-5%	-18%	-5%	-1	0%
9	1%	-1%	-10%	-2	-13%
10	-1%	-16%	-5%	1	0%

Continued:
item	Structure	AT treatment	FBPA coupling cs	KCNH2 3.1 inh	S-ASM inh	hERG WT inh
11	COc1ccc(NC(=O)COC(=O)C2CCN(S(=O)(=O)c3cccs3)CC2)cc1	-1%	2	-1	-2%	-2
12	Cn1c(=O)oc2ccc(C(=O)CSc3nnnn3-c3ccccc3)cc21	10%	2	-7	2%	?
13	Cc1c(C)c2c(OCC(=O)N3CCC(C(=O)O)CC3)cc3c(c2oc1=O)CCC(C)(C)O3	-2%	-4	8	88%[activator]	2
14	Fc1ccc(CNc2nc(-c3ccco3)cc(C(F)(F)F)n2)cc1	19%	3	-2	0%	-7
15	OC(COc1ccc(Br)cc1)CN1CCCC1 (stereo not given)	4%	1	-42	4%	15
16	CCOC(=O)c1cc(CC)sc1NC(=O)Cc1ccsc1	7%	1	15	-8%	2
17	NC(=O)NC(c1ccccc1)c1cccc2ccccc12 (stereo not given)	.	0	-3	-2%	-2
18	CC(C)(C)n1ncc2c(=O)n(CC(=O)NCc3ccccc3Cl)cnc21	7%	0	-6	0%	3
19	CN(C)c1nc(Nn2cnnc2)nc(N(C)C)n1	42%	-2	-39	0%	-42
20	O=C(NCC(c1ccco1)N1CCCCC1)C(c1ccccc1)c1ccccc1 (stereo not given)	10%	6	-13	2%	-8

item	GALK inh	CXXC DNA block	MBNL1-CUG inh	TRPV1 ag	Integrin act MD
11	-2%	-2%	2%	0	16%
12	10%	-1%	4%	0	19%
13	.	1%	22%	2	23%
14	-1%	-21%	-8%	7	-34%
15	0%	0%	-4%	1	3%
16	-1%	-14%	-9%	?	-7%
17	4%	2%	-5%	-11	7%
18	1%	17%	-3%	9	15%
19	6%	-2%	-12%	-4	-24%
20	6%	3%	1%	?	-43%

3 entries out of the list above, sorted by the value under GALK inh, falling:
nr	mol	GALK inh
18	CC(C)(C)n1ncc2c(=O)n(CC(=O)NCc3ccccc3Cl)cnc21	1%
15	OC(COc1ccc(Br)cc1)CN1CCCC1 (stereo not given)	0%
14	Fc1ccc(CNc2nc(-c3ccco3)cc(C(F)(F)F)n2)cc1	-1%

Other results.
item	Structure	AT treatment	FBPA coupling cs	KCNH2 3.1 inh	S-ASM inh	hERG WT inh
21	CC(C)OC(=O)CC1C(=O)NCCN1C(=S)NC(=O)c1cccs1 (stereo not given)	-4%	-4	-2	-3%	i
22	COc1ccc(C(=O)c2c[nH]c(C(=O)NCCCN3CCOCC3)c2)cc1	1%	-3	3	0%	1
23	CCCc1nnc(NC(=O)CC(C)c2ccccc2)s1 (stereo not given)	0%	-3	10	1%	19
24	O=C(CSc1ccc2nnc(-c3ccccn3)n2n1)NCc1ccc2c(c1)OCO2	-2%	-3	-18	0%	38
25	Cc1cc(C)c2sc(N(CCCN(C)C)C(=O)c3ccc(S(=O)(=O)N4CCCc5ccccc54)cc3)nc2c1	-2%	.	-21	-24%	10
26	CSc1ccccc1C(=O)Nc1cccc(C)c1	0%	-1	2	-3%	-12
27	CCOC(=O)N1CCC(N2CCCC(C(=O)c3cccc(OC)c3)C2)CC1 (stereo not given)	-11%	2	3	1%	24
28	CCOC(=O)Cc1csc(SCC(=O)NC2CCCC(C)C2C)n1 (stereo not given)	9%	4	6	2%	10
29	Nc1ncnc(Nc2c(F)cccc2F)n1	-3%	0	?	-1%	-1
30	O=C(c1ccc(NS(=O)(=O)c2cccs2)cc1)N1CCOCC1	-7%	.	-4	1%	-23

item	GALK inh	CXXC DNA block	MBNL1-CUG inh	TRPV1 ag	Integrin act MD
21	-2%	6%	-16%	-4	-13%
22	1%	2%	-6%	3	?
23	-1%	0%	-1%	0	-22%
24	-1%	-5%	1%	0	9%
25	.	.	.	?	?
26	0%	9%	-2%	0	-5%[7.66 µM]
27	4%	-7%	5%	-2	-18%
28	0%	2%	-9%	12	3%
29	2%	-22%	3%	-4	2%
30	-2%	3%	1%	0	-11%

Ordered by number of heavy atoms (ascending): part of the list above
item	Structure	AT treatment	FBPA coupling cs	KCNH2 3.1 inh	S-ASM inh	hERG WT inh
1	CC(C)CC(=O)NNC(=O)c1ccc(Cl)cc1	.	2	55	-1%	-74*
9	COCCCNC(=O)CC(NS(=O)(=O)c1ccc(C)cc1)c1ccco1 (stereo not given)	0%	2	-3	1%	-16
27	CCOC(=O)N1CCC(N2CCCC(C(=O)c3cccc(OC)c3)C2)CC1 (stereo not given)	-11%	2	3	1%	24

item	GALK inh	CXXC DNA block	MBNL1-CUG inh	TRPV1 ag	Integrin act MD
1	1%	2%	-5%	0	?
9	1%	-1%	-10%	-2	-13%
27	4%	-7%	5%	-2	-18%

Carrying on:
item	Structure	AT treatment	FBPA coupling cs	KCNH2 3.1 inh	S-ASM inh	hERG WT inh
31	CC(C)(C)OC(=O)N1CCN(C(=O)c2[nH]cnc2C(=O)NCc2ccccc2)CC1	4%	.	17	-2%	1
32	O=C(/C=C/c1ccccc1)c1ccc2c(c1)OCO2	4%	-3	8	6%	8
33	COc1ccc(C(=O)NNC(=O)c2snnc2C)cc1	3%	4	1	-1%	-4
34	Cc1cc(NC(=O)CSc2n[nH]c(-c3ccccc3Br)n2)no1	3%	.	18	6%	1
35	CCCCn1c(SCC(=O)NCc2ccco2)nc2cc(S(N)(=O)=O)ccc21	-2%	-6	-2	-1%	-1
36	CC(=O)c1cc(NC(=O)c2ccc(C)cc2)c(=O)oc1/C=C/N(C)C	-12%	0	-2	-21%	-5
37	COC(=O)c1ccc2c(c1)c(C#Cc1ccccc1)c(-c1ccccc1)n2C	18%	0	-3	.	9
38	CSCCC(NC(=O)c1ccccc1Br)C(=O)NCC(C)(C)N1CCOCC1 (stereo not given)	-4%	.	-4	4%	-31
39	Cc1ccc(NC(=O)CS(=O)CC(=O)N(c2ccccc2)C(C)C(=O)NC2CCCC2)cc1 (stereo not given)	-1%	3	-3	-1%	-1
40	COc1ccc(C(CNC(=O)C(C)c2ccc3cc(OC)ccc3c2)N(C)C)cc1 (stereo not given)	8%	-1	-2	31%	15

item	GALK inh	CXXC DNA block	MBNL1-CUG inh	TRPV1 ag	Integrin act MD
31	.	.	.	-3	23%
32	-5%	12%	6%	?	-50%[inhibitor]
33	-1%	-1%	.	.	6%
34	.	.	.	.	?
35	2%	9%	-3%	-2	-32%
36	-1%	?	?	?	18%
37	.	.	.	.	24%
38	.	.	.	-2	-10%
39	1%	4%	3%	-1	-25%
40	0%	7%	-2%	4	0%
